Screening results as filed in PubChem BioAssay.
aSyn rescue = qHTS of alpha-syn Inhibitors. Yeast expressing alpha-synuclein, growth rescue, BacTiter-Glo, 24 h. Potency, µM (highest dose often 46.1 µM), without a hit: at the highest dose growth rescue (activation), hits mostly activators. 370,000 tested, 0.14% active. AID 652106, 2013; note: potency is the fitted concentration of half-maximal effect; % of control where 0% means no effect; nearly all actives have a fitted effect of over 65% in size
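Screening used galactose-induced yeast with toxic alpha-synuclein levels, exposed to compound for 24 hr at 30 deg C. Cell growth, read with BacTiter-Glo luminescence, gave the measured signal.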
pAkt inh = HTS Assay for Inhibitors of Akt Phophorylation: Primary Screen. activity change, % for hits at 50 µM. AID 651550, 2012. Neuro2A IGF-stimulated pAkt S473 HTRF, 20 min; stronger effect = lower value. 360,000 tested, 0.32% active; in the data active = activity change below about -80%; inconclusive = mostly about -51% to -80%; note: % is set by controls: 0 for no effect and ±100 for the full control effect
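Single-point screen (50 µM final compound) in Neuro2A cells stimulated 20 min with 6 nM IGF at 37 deg C. After lysis, Ser473-phosphorylated Akt read by HTRF (ex 330 nm, em 615/665 nm) as the 665/615 ratio.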
FUS yeast rescue = qHTS for Suppressors of FUS Proteinopathy: Primary screen using FUS-linked yeast assay | AID 1347120, 2019 | Potency, µM (doses to about 76.6 µM), for inactives: at the top dose growth rescue (activation), most hits filed as activators | 390,000 tested, 0.24% active | S. cerevisiae FUS-expressing, growth rescue, OD600, 24 h;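 note: potency is the fitted concentration of half-maximal effect; plate controls were DMSO vehicle for no effect and reference control for full effect; nearly all actives have a fitted effect of over 55% in size; some results filed as inactive show a strong effect at the top dose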
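Steps: raffinose overnight preculture; dilution to OD 0.005 in 2% galactose minimal medium; compound addition (concentration series); 24hr at 30C, 99% humidity; absorbance read at 600 nm.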
GLP-1R inv ag = qHTS of GLP-1 Receptor Inverse Agonists (Inhibition Mode). Glucagon-like peptide 1 receptor (Homo sapiens), P43220. HEK293 GLP-1R CRE-luciferase, luminescence, 24 h; GLP-1R form is constitutively active. Potency, µM (top dose mostly 38.3 µM), for the others: top-dose activity change, negative = inhibition, actives largely listed as inhibitors. 410,000 tested, 1.6% active; note: potency is the fitted concentration of half-maximal effect; % is set by controls: 0 for no effect and ±100 for the full control effect; nearly all actives have a fitted effect of over 55% in size
Target sequence (P43220 whole entry, looked up): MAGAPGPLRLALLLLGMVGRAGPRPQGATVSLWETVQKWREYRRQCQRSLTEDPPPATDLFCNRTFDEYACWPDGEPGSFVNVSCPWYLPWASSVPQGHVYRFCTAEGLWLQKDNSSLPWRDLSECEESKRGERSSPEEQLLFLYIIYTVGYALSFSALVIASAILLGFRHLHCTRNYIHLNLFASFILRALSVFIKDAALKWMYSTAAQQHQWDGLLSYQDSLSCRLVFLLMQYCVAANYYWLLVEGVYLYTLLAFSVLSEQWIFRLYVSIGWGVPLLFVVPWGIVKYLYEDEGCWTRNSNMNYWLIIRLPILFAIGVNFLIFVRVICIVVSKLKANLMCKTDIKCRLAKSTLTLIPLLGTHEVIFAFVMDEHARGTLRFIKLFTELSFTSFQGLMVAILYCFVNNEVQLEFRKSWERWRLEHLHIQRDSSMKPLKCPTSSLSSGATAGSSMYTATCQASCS
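Inverse agonists were sought by their lowering of basal cAMP reporter luciferase output in HEK293 cells stably carrying constitutively active human GLP-1R, after 24 h compound treatment.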
Abeta yeast res = qHTS for compounds that reverse cellular toxicity of Amyloid beta (A-beta) peptide in yeast: Primary Screen; yeast expressing A-beta42, growth rescue, OD600, 48 h; response scale: 0% DMSO, 100% iron-clioquinol control; Potency, µM (titrated, usually from 46.1 µM), for inactives: at the top dose growth rescue, most hits filed as activators; 410,000 tested, 0.063% active; AID 1347071, 2019; note: potency is the fitted concentration of half-maximal effect; nearly all actives have a fitted effect of over 55% in size
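Yeast growth medium received pinned compounds, then yeast cells expressing toxic A-beta were added; plates incubated at 30 C for 48 hr. Growth read as absorbance at 600 nm, normalized to DMSO and equimolar FeCl3 plus clioquinol controls.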
MmCpn inh = Inhibitors of TCP-1 ring complex (TRiC) of Methanococcus maripaludis (MmCpn): qHTS. purified Mm-Cpn ATPase, ADP Transcreener TR-FRET. 330,000 tested, 0.031% active. Potency, µM (series often up to 76.9 µM), inactives show top-dose activity, negative = inhibition, hits mostly inhibitors; note: potency is the fitted concentration of half-maximal effect; % is set by controls: 0 for no effect and ±100 for the full control effect; nearly all actives have a fitted effect of over 80% in size
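Eu-cryptate anti-ADP/ADP-d2 competition gives a ratio inversely related to ADP. Enzyme at 25 nM was pre-exposed to compound for 10 min, then given 10 uM ATP for 30 min, 37°C throughout.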
TDP43 rescue = qHTS of TDP-43 Inhibitors | TDP-43 expressing yeast growth rescue, BacTiter-Glo, 24 h | Potency, µM (titrated, usually from 46.1 µM), for the others: at the highest dose growth rescue (activation), most hits filed as activators | 410,000 tested, 1.8% active | AID 652104, 2013; note: potency is the fitted concentration of half-maximal effect; % of control where 0% means no effect; nearly all actives have a fitted effect of over 50% in size
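Galactose-induced TDP-43 yeast, OD600=0.02, compound pinned; 24 hr, 30 deg C; BacTiter-Glo luminescence for growth. Inhibitors of TDP-43 toxicity read as activators.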
HEK293 tox = qHTS of GLP-1 Receptor Inverse Agonists: Cytotox Screen; HEK293 cAMP-luciferase reporter cells, luminescence, 24 h; 410,000 tested, 0.13% active; Potency, µM (doses to about 38.3 µM), inactives show at the highest dose activity change, negative = inhibition, most hits filed as inhibitors;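 note: loss of luciferase light is scored as toxicity; potency is the fitted concentration of half-maximal effect; % is set by controls: 0 for no effect and ±100 for the full control effect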
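Luminescence readout: signal drop marks cytotoxicity. Plated cells grew 12 h at 37 °C, 5% CO2, received 23 nL compound for 24 h, then got luciferase reagent, read after 12 min at RT.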
PTHR1 ag = qHTS for PTHR1 Agonists: Primary Screen; AID 743266, 2014; Parathyroid hormone/parathyroid hormone-related peptide receptor (Homo sapiens), Q03431; Potency, µM (doses to about 115 µM), without a hit: top-dose activation, actives largely listed as activators; HEK293 GP2 PTHR1 cells, GloSensor cAMP luminescence, 1 h; 410,000 tested, 0.075% active; note: potency is the fitted concentration of half-maximal effect; nearly all actives have a fitted effect of over 55% in size; some results filed as inactive show a strong effect at the top dose; inactives centre near -15; many of its hits are not listed in these tables
Target sequence (Q03431 whole entry, looked up): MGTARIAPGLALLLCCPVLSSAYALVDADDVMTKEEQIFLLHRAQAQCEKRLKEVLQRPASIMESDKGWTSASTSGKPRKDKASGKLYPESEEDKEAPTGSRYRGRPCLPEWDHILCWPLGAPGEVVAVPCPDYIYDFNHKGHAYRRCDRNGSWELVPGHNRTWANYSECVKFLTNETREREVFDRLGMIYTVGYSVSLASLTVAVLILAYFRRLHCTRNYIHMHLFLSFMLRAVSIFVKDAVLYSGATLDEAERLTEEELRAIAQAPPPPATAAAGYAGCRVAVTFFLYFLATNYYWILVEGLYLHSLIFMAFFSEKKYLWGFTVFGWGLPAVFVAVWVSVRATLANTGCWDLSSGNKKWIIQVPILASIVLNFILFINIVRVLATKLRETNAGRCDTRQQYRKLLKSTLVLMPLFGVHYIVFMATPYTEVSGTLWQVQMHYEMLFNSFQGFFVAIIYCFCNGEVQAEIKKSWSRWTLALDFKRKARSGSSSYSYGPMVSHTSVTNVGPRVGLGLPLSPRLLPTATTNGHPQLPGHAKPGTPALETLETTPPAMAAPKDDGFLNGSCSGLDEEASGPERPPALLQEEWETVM
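HEK-293-derived GP2 cells expressing PTHR1 and a GloSensor cAMP reporter, 3,000/well, plated overnight, given luciferin plus IBMX (each 0.5 mM as added) for 1 h at 37 °C, then compound for 1 h at 37 °C. Luminescence was read after 15 min at room temperature.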
An asterisk follows results filed as active; i = inactive; ? = inconclusive; . = no result given; & = joins results of further samples; [ ] = remark or other dose. Unless noted, calls come from the whole dose curve; as a rule, active = well fitted curve in the direction sought with a large enough effect; inconclusive = small, poorly fitted or top-dose-only effect, or another doubt; inactive = no such curve, though single readings can be large; an effect the other way counts as inactive or inconclusive. Some of the compounds tested. The share of hits here may be higher or lower than overall.

SMILES	aSyn rescue	pAkt inh	FUS yeast rescue	GLP-1R inv ag	Abeta yeast res	MmCpn inh	TDP43 rescue	HEK293 tox	PTHR1 ag
NC(=O)C1CCN(CCC(=O)Nc2ccc3c(c2)CCC3)CC1	?	i	17%	7%	13%	?	-10%	17%	i
O=c1[nH]n(-c2ccccc2)c(=O)c2ccccc12	-8%	i	-21%	0%	4%	2%	-11%	22%	16%
CC(C)OC(=O)CSc1nnc(Cc2ccccc2)n1CC1CCCO1 (configuration not stated)	-7%	i	13%	-19%	-6%	4%	0%	16%	i
O=C(Nc1cccc([N+](=O)[O-])c1)c1ccn[nH]1	-10%	i	-8%	6%	-18%	0%	-3%	4%	i
CCc1ccc(-n2nc(C)c3c(C)cc(=O)n(Cc4nc(-c5ccccc5)oc4C)c32)cc1	.	.	-13%	6%	-9%	.	11%	2%	-7%
CCOC(=O)c1sc(NC(=O)CCSC)nc1C	1%	i	8%	13%	?	0%	?	3%	10%[57.5 µM]
Cc1ccc(S(=O)(=O)c2cnc(SCC(=O)Nc3cc(C)cc(C)c3)nc2N)cc1	.	.	12%	-15%	-5%	.	7%	-10%	-73%[inhibitor]
CC1(C)CC(=O)C2=C(C1)Oc1ncn3nc(-c4cccnc4)nc3c1C2c1ccccc1 (configuration not stated)	-4%	i	-1%	7%	-16%	1%	-16%	-6%	-24%[57.5 µM]
COc1ccc(NC(=O)CN2CCN(S(=O)(=O)c3ccc(Br)cc3)CC2)cc1	.	.	33%	-27%	12%	.	17%	-13%	-33%[inhibitor]
O=S(=O)(c1cccs1)n1cnc2ccccc21	-15%	.	-19%	-4%	22%	1%	-5%	0%	-4%[57.5 µM]
COc1ccccc1NS(=O)(=O)c1ccc(C)c(C(=O)NCCCN2CCCC2=O)c1	4%	i	1%	1%	2%	1%	-8%	-6%	-23%
COc1ccc(CCNC(=O)C(=O)c2cn(CC(=O)N3CCCC3)c3ccccc23)cc1	6%	i	31%	-2%	7%	.	11%	1%	i
CC(=O)Nc1ccc(C(=O)N2CCCCC2c2cc(C(=O)Nc3cccc4c3CCCC4)no2)cc1 (configuration not stated)	16%	i	?	?	9%	.	?	-26%	i
Cc1c(Cl)cccc1N(CC(=O)NC1CCCCC1)S(C)(=O)=O	1%	i	12%	?	25%	0%	-1%	9%	i
CC1(C)CC(=O)C2=C(C1)OC(=O)CC2c1cccs1 (configuration not stated)	2%	i	-9%	0%	20%	1%	2%	-1%	-19%
COc1ccc(S(=O)(=O)Cc2ccc(C(=O)NC(C)C)o2)cc1	6%	i	-24%	15%	-7%	2%	3%	-8%	-11%
O=C(Nc1ccc2c(c1)CCCN2C(=O)c1ccco1)c1cc([N+](=O)[O-])ccc1Cl	-3%	i	-10%	?	6%	-11%	18%	-7%	-56%[inhibitor]
CCN(CC(=O)Nc1ccc(NC(C)=O)cc1)C(=O)CCCN1C(=O)c2ccccc2C1=O	4%	i	-3%	12%	5%	0%	9%	-7%	i
COc1ccc(CCC(=O)NC2CC(=O)N(c3ccccc3)C2)cc1 (configuration not stated)	.	.	-9%	20%	-3%	.	-5%	0%	16%
CN(C)CCCNC(=O)/C=C/c1ccc2c(c1)OCO2	-1%	i	6%	2%	-11%	0%	5%	1%[1.53 µM]	i
CC[C@]12C(=O)N(C)C[C@H]([C@@H]3C(=O)N(C)C(=O)[C@@H]31)N2C(=O)c1ccc(C(F)(F)F)cc1	-2%	i	-21%	8%	-6%	0%	8%	-24%	-10%
CCOC(=O)c1[nH]c(C)c(C(=O)N2CCN(C(=O)c3ccco3)CC2)c1C	2%	i	17%	-5%	19%	0%	6%	-15%	i
CCN(CC)C(=O)c1ccccc1NC(=O)c1ccccc1C	1%	i	25%	-8%	-10%	0%	1%	12%	11%
COc1ccccc1N(CC(=O)N1CCN(c2ccccc2)CC1)S(=O)(=O)c1ccc(C)cc1	0%	i	.	?	-10%	1%	25%	5%	i
O=C(Nc1ccc(Cl)cn1)c1cccc2c(Br)cccc12	-8%	i	-7%	?	-4%	-10%	2%	-1%	-23%

Another view of 3 compounds above.
SMILES,aSyn rescue,pAkt inh,FUS yeast rescue,GLP-1R inv ag,Abeta yeast res,MmCpn inh,TDP43 rescue,HEK293 tox,PTHR1 ag
Cc1ccc(S(=O)(=O)c2cnc(SCC(=O)Nc3cc(C)cc(C)c3)nc2N)cc1,.,.,12%,-15%,-5%,.,7%,-10%,-73%[inhibitor]
CC1(C)CC(=O)C2=C(C1)Oc1ncn3nc(-c4cccnc4)nc3c1C2c1ccccc1 (configuration not stated),-4%,i,-1%,7%,-16%,1%,-16%,-6%,-24%[57.5 µM]
COc1ccc(NC(=O)CN2CCN(S(=O)(=O)c3ccc(Br)cc3)CC2)cc1,.,.,33%,-27%,12%,.,17%,-13%,-33%[inhibitor]

The list continues.
SMILES	aSyn rescue	pAkt inh	FUS yeast rescue	GLP-1R inv ag	Abeta yeast res	MmCpn inh	TDP43 rescue	HEK293 tox	PTHR1 ag
O=C1NC(c2ccccc2Br)=N/C1=C\c1ccco1	-1%	i	14%	31%[activator]	13%	-1%	14%	1%	-23%
COc1ccc(-c2cn3cccc(C)c3n2)cc1Br	-7%	i	18%	28%	-4%	0%	15%	-3%[1.53 µM]	-21%
COCCCNC(=O)C1CCN(C(=O)c2oc3cc4sc(N(C)C)nc4cc3c2C)CC1	0%	i	24%	4%	-1%	-8%	12%	-20%	-15%
Cc1ccc(C2=NN(CCC(=O)NCc3ccc4c(c3)OCO4)C(=O)CC2)cc1	1%	i	.	2%	9%	-9%	?	-10%	-9%
COc1cc(-c2nc(S(=O)(=O)c3ccc(Cl)cc3)c(N(C)C)o2)cc(OC)c1OC	-6%	i	-1%	10%	15%	-4%	2%	18%	i
Cc1ccc(CN(C(=O)Cn2nnc3ccccc32)C(C(=O)NCc2ccco2)c2cccs2)cc1 (configuration not stated)	0%	i	-9%	?	2%	-3%	8%	-16%	i
O=C(NCc1ccccc1)c1cccn1-c1nnc(N2CCCC2)s1	.	.	-1%	12%	-4%	.	7%	-6%	-4%
C/C=C(\C)c1nnc(NC(=O)OCC)s1	?	i	10%	12%	3%	2%	7%	-15%	i
Cc1cc(C(=O)Nc2ccc3[nH]ccc3c2)no1	-2%	i	5%	1%	16%	0%	?	11%	i
CSCCC(NC(=O)c1ccccc1Cl)C(=O)NCCc1ccccn1 (configuration not stated)	-6%	i	-29%	0%	-10%	1%	12%	2%	i
CCc1ccc(NC(=O)CSc2nnc(-c3cccs3)n2CC)cc1	2%	i	5%	?	-5%	2%	20%	-7%	7%[57.5 µM]
c1ccc(Nc2nc3ccccc3[nH]2)nc1	-9%	i	1%	?	-11%	3%	-12%	?	i
CCOC(=O)C1C(=O)CC(O)(c2ccccc2)CC1c1ccccc1 (configuration not stated)	13%	i	-19%	?	10%	1%	14%	-15%	-7%[57.5 µM]
Cc1ccc(NC(=O)C2CCC(CNS(=O)(=O)c3cccs3)CC2)cc1C (configuration not stated)	.	.	-3%	?	9%	.	14%	-10%	-31%[inhibitor]
CN(C)C(=O)CSc1nnc([C@H](Cc2ccccc2)NC(=O)OC(C)(C)C)o1	-1%	i	-6%	4%	-7%	1%	-12%	14%	i
CC1CC(=O)Nc2ccccc2N1C(=O)CSc1nnnn1C(C)C (configuration not stated)	9%	i	-24%	12%	8%	1%	2%	-6%	-41%[inhibitor]
CCOC1OC2C(CO)OC(n3cnc4c(N)ncnc43)C2O1 (configuration not stated)	-5%	i	-20%	2%	2%	-1%	23%	-13%	-21%
CCOc1ccccc1NC(=O)NNS(=O)(=O)c1cc(C)ccc1C	-2%	i	11%	?	0%	0%	11%	-11%	i
CCOc1ccc2oc(-c3ccccc3)c(C(=O)N(C)C)c2c1	-50%[inhibitor]	i	1%	-3%	-23%	-4%	18%	22%	11%[57.5 µM]
CC1CCCC(C)N1CCNC(=O)CCn1nc(-c2ccccc2)ccc1=O (configuration not stated)	0%	i	17%	-11%	-7%	0%	4%	-6%	-15%
COCc1c(C(=O)OCC(=O)NCc2ccco2)oc2ccccc12	-7%	i	3%	-8%	-7%	-5%	-22%	1%	-2%
COC(=O)Cc1ccc(NC(=S)NCc2ccccc2)cc1	5%	i	6%	-19%	-4%	3%	20%	-3%	-23%
Cc1nnc(N2CCc3ccccc3C2)[nH]c1=O	-11%	i	28%	0%	-2%	-1%	-14%	1%	i
Cc1cccc(NC(=O)c2ccc(S(=O)(=O)N3CCC(C)CC3)cc2)n1	-7%	i	10%	?	2%	3%	0%	6%	-86%[inhibitor]
O=c1nc(N/N=C/c2ccco2)cn[nH]1	-1%	i	21%	-20%	-7%	-6%	-5%	-3%	i
CC1=NNC(=O)C1Cc1ccc(F)cc1 (configuration not stated)	-1%	i	-12%	5%	6%	-1%	10%	1%	i
Cc1cc(NC(=O)CSc2nc3sc(C)c(C)c3c(=O)n2C2CCCC2)no1	-2%	i	-5%	-1%	3%	0%	-14%	1%	-4%[57.5 µM]
COc1cc2c(=O)n(CCC(=O)NCC3CCCO3)c(=O)n(CC(=O)Nc3ccc(F)cc3)c2cc1OC (configuration not stated)	7%	i	12%&25%	18%&-11%	-2%&-9%	-3%	-2%&3%	-6%&3%	-38%[inhibitor]
